Screening results deposited in PubChem BioAssay by Broad Institute.
RAD52 inh – RAD52 DNA annealing inhibitors, primary screen, biochemical, FRET, single point, set 2; recombinant RAD52 DNA annealing, FRET fluorescence; inhibition, % at 18.7 µM; 360,000 compounds, 0.46% hits; AID 651710, 2012;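 active = every replicate showing at least 50% inhibition; inconclusive = mean inhibition at least 50% but not in every replicate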
Target sequence (P43351 whole entry, looked up): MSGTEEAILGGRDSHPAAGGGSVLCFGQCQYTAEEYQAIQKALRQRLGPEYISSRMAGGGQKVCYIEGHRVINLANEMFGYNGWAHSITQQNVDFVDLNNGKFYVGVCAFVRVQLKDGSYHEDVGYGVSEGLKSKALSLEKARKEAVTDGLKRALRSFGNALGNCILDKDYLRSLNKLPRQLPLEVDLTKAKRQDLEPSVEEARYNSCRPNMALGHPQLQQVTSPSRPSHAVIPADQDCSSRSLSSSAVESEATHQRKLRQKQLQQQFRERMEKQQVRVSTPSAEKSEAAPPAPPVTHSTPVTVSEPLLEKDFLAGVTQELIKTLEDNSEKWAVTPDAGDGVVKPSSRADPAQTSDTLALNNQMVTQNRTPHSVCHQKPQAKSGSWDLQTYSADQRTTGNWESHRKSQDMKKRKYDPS
Xi reactivation – activators of inactive X chromosome reactivation, primary screen, imaging, XiGFP fibroblasts, GFP high-content imaging, set 2 | XiGFP mouse fibroblasts, % GFP-positive cells imaging, 3 d; cells co-treated with 5-aza-dC sensitizer; scaled so ellipticine positive control = 100% | 360,000 compounds, 0.055% hits | AID 743238, 2013 | activation, % at 7.58 µM;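 active = mean normalized replicate activation at least 10% and every replicate at or above 10%; inconclusive = only one of the two criteria met; inactive = mean below 10% and not all replicates reach 10%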;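 note: 0% = median of on-plate neutral control wells and 100% = ellipticine 6 µM median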
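System: SV40-immortalized XiGFP fibroblast cells, line 68-5-11 / Incubation: 3-day compound exposure, then 15 min fixation at room temperature / Compound: single concentration per compound, delivered by pin transfer / Buffer or medium: DMEM plus 5-aza-dC sensitizer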
CASP6 VEID inh – human caspase-6 inhibitors, primary screen, biochemical, VEID-R110 fluorescence, single point, set 2. purified caspase-6, Z-VEID-R110 cleavage fluorescence. inhibition, % at 12.5 µM. 350,000 compounds, 0.53% hits. AID 686996, 2013;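 active = mean inhibition across replicates at least about 35%, with every replicate also reaching that limit, limit read from the data; inconclusive = only one of the two criteria met; inactive = neither criterion met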;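 note: 0% = median of neutral control wells and 100% = no fluorescence left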
DENV2 CPE – inhibitors of DENV2 cytopathic effect, primary screen, cell-based, plate reader, single concentration. DENV2-infected cells, cytopathic effect rescue. CPE inhibition, % at 9.99 µM. 350,000 compounds, 1.7% hits; in the data active = CPE inhibition above about 20%, passing the limit was not always enough; inconclusive = no clear call, values can overlap the other calls; tested in BHK-21 cells;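 note: 0% = median of neutral control wells and 100% = median of positive control wells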
INS-1E GSIS act – GLuc luminescence reporter in INS-1E cells, primary screen for activators of glucose-dependent secretion of insulin. AID 743287, 2014. 370,000 compounds, 0.61% hits. activation, % at 16.6 µM. INS-1E GLuc reporter insulin secretion, 2-3 h;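 active = lowest replicate activation of at least 40%, so every replicate reaches that level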;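 note: 0% = median of neutral control wells and 100% = median of IBMX positive control wells; some compounds called inactive have numbers as strong as hits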
E-selectin induc – E-selectin induction in HUVECs, primary screen, imaging, HUVEC, immunofluorescence imaging, single point. normalized: neutral wells 0, TNF-alpha wells 100. 260,000 compounds, 0.37% hits. AID 686992, 2013. activation, % at 7.58 µM;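 active = mean E-selectin-positive cell signal at least 10% of the positive control, reached in at least 60% of replicates, without over 20% cell loss; inconclusive = no rule given, readout overlaps actives, possibly toxicity-flagged; inactive = the rest, including those meeting only one limit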;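 note: in these data hits start at about 27%; measured in HUVEC primary endothelial cells; signal is the percent of cells scored E-selectin positive by PE staining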
Target sequence (P16581 whole entry, looked up): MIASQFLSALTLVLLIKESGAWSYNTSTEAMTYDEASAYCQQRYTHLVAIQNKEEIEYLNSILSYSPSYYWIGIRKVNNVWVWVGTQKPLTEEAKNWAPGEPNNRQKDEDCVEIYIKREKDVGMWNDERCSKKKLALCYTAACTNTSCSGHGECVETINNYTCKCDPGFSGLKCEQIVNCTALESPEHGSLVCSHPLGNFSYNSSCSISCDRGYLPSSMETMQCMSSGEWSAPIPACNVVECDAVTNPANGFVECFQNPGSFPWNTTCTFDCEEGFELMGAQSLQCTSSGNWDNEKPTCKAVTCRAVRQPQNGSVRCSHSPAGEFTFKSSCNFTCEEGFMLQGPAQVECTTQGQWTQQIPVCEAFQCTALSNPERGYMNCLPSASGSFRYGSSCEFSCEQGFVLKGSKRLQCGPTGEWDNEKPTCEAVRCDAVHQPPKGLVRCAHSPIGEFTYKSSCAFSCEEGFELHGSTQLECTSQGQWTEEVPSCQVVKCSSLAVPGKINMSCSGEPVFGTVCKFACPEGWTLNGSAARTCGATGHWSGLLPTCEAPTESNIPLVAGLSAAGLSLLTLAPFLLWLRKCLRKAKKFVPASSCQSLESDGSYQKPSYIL
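Read-out basis: % PE-positive cells; Test system: HUVEC primary endothelial cells; Technique: immunofluorescence imaging; Dosing: single-point compound dose.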
RAD54 branch – inhibitors of human RAD54 branch migration, primary screen, biochemical, fluorescence, single point. DNA repair and recombination protein RAD54-like (Homo sapiens), Q92698. 360,000 compounds, 0.14% hits. RAD54 Holliday junction branch migration, FAM/BHQ fluorescence. inhibition, % at 10.4 µM;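 active = mean normalized replicate activity at least 40 and at least half of replicates scoring 40 or more; inconclusive = only one of the two criteria met; inactive = mean below 40 and under half of replicates reaching 40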;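 note: 0% = median of neutral control wells and 100% = median of positive control wells; inhibitors cause a drop in the FAM fluorescence signal; in these data hits start at about 50%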
F508del corr – F508del CFTR correction, initial screen, CFBE line, single point | CFBE cells, YFP halide quenching; stimulated with forskolin plus potentiator P3; % fluorescence drop versus neutral controls | 350,000 compounds, 0.36% hits | activity (quench increase), % at 7.58 µM | AID 720511, 2013;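 active = mean added fluorescence quench of at least 8% versus neutral control, with both replicates also reaching 8%; inconclusive = only one of the mean or replicate conditions met; inactive = mean below 8% and not both replicates reaching 8%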;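 note: cells transiently co-express mutant CFTR-F508del with the halide-sensitive YFP; corrector assay measuring rescue of mutant channel to the surface after 24 h compound exposure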
* marks the source's active call; other numbers are inactive results; ? = inconclusive; nt = no result given.

SMILES | RAD52 inh | Xi reactivation | CASP6 VEID inh | DENV2 CPE | INS-1E GSIS act | E-selectin induc | RAD54 branch | F508del corr
COc1ccc2c3c(n(C)c2c1)[C@@H](CO)N(C(=O)CC1CC1)CC31CN(C(=O)C2CC2)C1 | nt | 0.2 | nt | -10 | -4 | -0.1 | nt | 0.5
C1=C(c2cc3ccccc3cn2)CCCC1 | 1 | -0.1 | 0 | 1 | 4 | -0.1 | 8 | 0.7
Cc1ccccc1C(=O)Nc1ccnn1C1CCN(Cc2cnn(C(C)C)c2)CC1 | -8 | 0.0 | -6 | -11 | 9 | -0.7 | 7 | 3.6
CC1=C(C#N)C(=O)NC(=O)/C1=C/c1ccc(-c2ccc(S(N)(=O)=O)cc2)o1 | -35 | 0.0 | 25 | 4 | -10 | 0.0 | nt | 3.2
CC(C)c1[nH]nc2c1C(c1cccc(C(F)(F)F)c1)NC2=O (centres undefined) | -14 | 0.1 | -2 | ? | 19 | 0.0 | nt | -0.7
CCC(=O)Nc1ccc2c(c1)C(=O)N(C)C[C@@H](OC)[C@@H](C)CN(C(C)=O)[C@H](C)CO2 | 5 | 0.5 | -1 | 16 | 0 | -0.1 | 4 | nt
CN1C(=O)c2cc(NC(=O)C3CC3)ccc2OC[C@@H]2O[C@H](CC(=O)NCc3ccccc3F)CC[C@@H]21 | 9 | 0.1 | 3 | 15 | -6 | 0.0 | nt | 1.9
CC12CCC(=O)N1C(C(=O)OCc1c(Cl)cccc1Cl)CS2 (centres undefined) | 0 | 0.0 | nt | 2 | 1 | nt | 4 | -1.5
CCc1noc(C)c1C(=O)Nc1ccc(S(=O)(=O)N2CCCC(C)C2)cc1 (centres undefined) | -6 | -0.2 | 42* | 0 | -19 | 0.2 | -4 | -0.7
CCOC(=O)Cn1cc(/C=N/N2C(=O)C3C4C=CC(C4)C3C2=O)c2ccccc21 (centres undefined) | -4 | 0.0 | 3 | 6 | -12 | nt | nt | -1.3
CCOC(=O)N1CCC(NC(=O)CC2C(=O)NCCN2Cc2ccccc2)CC1 (centres undefined) | -15 | 0.0 | -1 | -7 | 1 | 1.0 | -19 | -3.8
CCCCCCCN(c1ccccc1)C1C[C@H]2CCCC(=O)N3CC[C@@H](C1)[C@@H]23 (some centres undefined) | -16 | 0.0 | 1 | -11 | 14 | nt | nt | 1.7
C[C@H](CO)N1C[C@H](C)[C@@H](CN(C)C(=O)Nc2ccc(C(F)(F)F)cc2)Oc2ccc(NC(=O)C3CC3)cc2CC1=O | 1 | 0.0 | -2 | -8 | -2 | -0.3 | 6 | -1.8
Cc1cc(C=O)c(O)cc1O | -8 | 0.0 | 1 | -15 | 0 | 2.0 | -3 | -0.7
O=C(C[C@H]1CC[C@@H]2[C@H](COC[C@H](O)CN2C(=O)c2ccc(F)cc2)O1)Nc1ccc(-c2ccccc2)cc1 | -12 | 0.1 | 1 | 0 | -26 | 0.6 | -4 | -3.6
Cc1cccc(Nc2nnc(SCc3cc(=O)n4cc(C)ccc4n3)s2)c1 | 1 | 0.4 | 0 | 4 | 15 | 17 | 4 | nt
COc1cccc(S(=O)(=O)N[C@H]2CC[C@@H](CC(=O)NCc3ccc(Cl)cc3)O[C@H]2CO)c1 | 0 | -0.4 | 0 | 7 | -10 | -0.2 | -5 | 0.3
CN1CCN(C2CN(Cc3cn(Cc4ccc(C(F)(F)F)cc4)nn3)S(=O)(=O)C2)CC1 (centres undefined) | 0 | -0.4 | -11 | -5 | 7 | 0.0 | nt | 2.6
O=C(Nc1cc(C(F)(F)F)ccc1F)C1Cc2c(-c3ccccc3Oc3ccccc3)ccnc2O1 (centres undefined) | -7 | 0.2 | -2 | 6 | nt | -0.1 | -8 | 0.0
CC(NC(=O)C(=O)N1CCCCC1)C(c1cccs1)N1CCN(c2ccc(F)cc2)CC1 (centres undefined) | 1 | 0.0 | 3 | 2 | -4 | 7.0 | -5 | 0.2

Some values from the list:
Result of COc1cccc(S(=O)(=O)N[C@H]2CC[C@@H](CC(=O)NCc3ccc(Cl)cc3)O[C@H]2CO)c1 in Xi reactivation: -0.4
Result of CC(NC(=O)C(=O)N1CCCCC1)C(c1cccs1)N1CCN(c2ccc(F)cc2)CC1 (centres undefined) in RAD52 inh: 1
Result of Cc1cccc(Nc2nnc(SCc3cc(=O)n4cc(C)ccc4n3)s2)c1 in DENV2 CPE: 4

(more compounds)
SMILES | RAD52 inh | Xi reactivation | CASP6 VEID inh | DENV2 CPE | INS-1E GSIS act | E-selectin induc | RAD54 branch | F508del corr
CN(C)C(=O)c1cc(C(=O)c2ccc(F)cc2Cl)c[nH]1 | 0 | 0.3 | 1 | 7 | 15 | nt | -13 | -1.7
COc1cc(OC)c(C=CC(=O)c2ccccc2O)c(OC)c1 | -17 | 0.1 | 4 | 3 | nt | 0.2 | -2 | 1.1
CN1C(=O)c2cc(NC(=O)c3ccc(F)c(F)c3)ccc2OC[C@H]2O[C@@H](CC(=O)N3CCOCC3)CC[C@@H]21 | -5 | 0.0 | 0 | 4 | 3 | 0.3 | 3 | 0.2
O=C(COC(=O)c1cccc2ccccc12)NCC1CCCO1 (centres undefined) | -11 | -0.4 | -1 | -1 | 7 | -0.4 | nt | 0.1
O=C(Nc1ccc(-c2cc3ccccc3oc2=O)c(Cl)c1)c1cccnc1 | -18 | nt | 0 | -1 | 9 | nt | 0 | 0.4
N#Cc1c(N)nc2c(c1-c1ccccc1)CCC2 | -21 | 0.1 | 1 | 1 | 13 | 0.0 | nt | 0.1
CC(C)c1nnc(NC(=O)CCC(=O)NCc2ccc(F)cc2)s1 | -7 | 1.3 | 0 | -3 | 0 | nt | -25 | -1.1
CC1(C)CC(=O)C2=C(C1)N1C(=C(C#N)C2c2ccccc2Cl)N=C(N)c2ccccc21 (centres undefined) | -24 | 0.0 | 0 | -5 | -6 | -0.1 | -14 | 0.9
O=C(C[C@H]1C[C@H](C(=O)N2CCCCC2)[C@@]2(CCc3ccccc3)c3[nH]c4cc(-c5ccco5)ccc4c3CCN2C1=O)NCc1ccco1 | -43 | -0.2 | 3 | 3 | -15 | nt | -3 | -3.1
CCCC(C(=O)NC1CCCC1)N(Cc1ccc(OC)cc1)C(=O)c1snc(C(N)=O)c1N (centres undefined) | 5 | 0.2 | 3 | -3 | 3 | 0.3 | -13 | 0.1
CCCN(CC(=O)Nc1ccccc1OC)C(=O)CSc1ccc(Br)cc1C | 8 | 0.3 | -169 | -4 | -50 | 4.6 | -3 | -0.6
C[C@@H]1CCCCO[C@H](CN(C)S(=O)(=O)c2ccccc2)[C@@H](C)CN([C@H](C)CO)C(=O)c2cc(NC(=O)C3CCCCC3)ccc2O1 | 5 | 0.4 | 2 | 1 | -14 | 0.7 | 0 | 0.6
CC(C)NC(=O)CSc1ccccc1C(=O)N1CCN(S(=O)(=O)/C=C/c2ccccc2)CC1 | -7 | 0.0 | 5 | 2 | -11 | nt | -8 | -1.0
COCc1cc(N2CCNC[C@@H]2C)ccc1N1CCN(Cc2ccccc2)[C@@H](C)C1 | 35 | 0.5 | -18 | 12 | nt | 0.1 | nt | -0.2
CCCC[C@@H]1CNC(=O)C(=O)N1CC(C)(C)C | -33 | 0.0 | -2 | -20 | nt | 0.7 | -7 | 0.7
Cc1ccc(S(=O)(=O)N(C)C[C@@H]2OCc3ccccc3-c3ccccc3C(=O)N([C@@H](C)CO)C[C@H]2C)cc1 | 15 | -0.1 | -3 | 0 | -33 | 0.2 | 4 | 1.1
CC[C@]12c3[nH]c4cc(CCC(=O)N(C)C)ccc4c3CCN1C(=O)[C@@H](CC(=O)NCCC1=CCCCC1)C[C@@H]2C(=O)N1CCN(C(=O)C2CC2)CC1 | -9 | 0.3 | -4 | 12 | -8 | -0.7 | 7 | 0.3
CCOC(=O)c1cnc(COc2ccccc2Cl)[nH]c1=O | -41 | 0.0 | -2 | 0 | 12 | 15 | 7 | -0.8
O=C(COC(=O)c1cc(Cl)nc(Cl)c1)NCc1ccc2c(c1)OCO2 | -10 | 0.0 | -3 | -8 | 32 | 0.5 | 1 | 1.4
O=C(NCc1cccnc1)C1CCN(S(=O)(=O)c2cccc(C(F)(F)F)c2)CC1 | 4 | -0.1 | 2 | -8 | 2 | -0.6 | 8 | -2.1

One compound at a time, as listed above:
Entry for `CC(C)NC(=O)CSc1ccccc1C(=O)N1CCN(S(=O)(=O)/C=C/c2ccccc2)CC1` : RAD52 inh = -7; Xi reactivation = 0.0; CASP6 VEID inh = 5; DENV2 CPE = 2; INS-1E GSIS act = -11; E-selectin induc = nt; RAD54 branch = -8; F508del corr = -1.0
Entry for `CCCN(CC(=O)Nc1ccccc1OC)C(=O)CSc1ccc(Br)cc1C` : RAD52 inh = 8; Xi reactivation = 0.3; CASP6 VEID inh = -169; DENV2 CPE = -4; INS-1E GSIS act = -50; E-selectin induc = 4.6; RAD54 branch = -3; F508del corr = -0.6
Entry for `Cc1ccc(S(=O)(=O)N(C)C[C@@H]2OCc3ccccc3-c3ccccc3C(=O)N([C@@H](C)CO)C[C@H]2C)cc1` : RAD52 inh = 15; Xi reactivation = -0.1; CASP6 VEID inh = -3; DENV2 CPE = 0; INS-1E GSIS act = -33; E-selectin induc = 0.2; RAD54 branch = 4; F508del corr = 1.1

Continuation.
SMILES | RAD52 inh | Xi reactivation | CASP6 VEID inh | DENV2 CPE | INS-1E GSIS act | E-selectin induc | RAD54 branch | F508del corr
Cc1ccc(S(=O)(=O)C[C@@H]2OC[C@H](Cc3ccccc3)N2S(=O)(=O)c2ccc(C)cc2)cc1 | -9 | 0.0 | 1 | -5 | -3 | -0.3 | nt | -3.3
Cc1ccc([N+](=O)[O-])cc1NCC(=O)NN | -14 | 0.3 | -2 | -6 | 4 | 0.1 | nt | -1.7
O=C(COc1ccc(Cl)cc1)NN=C1CCCCCCC1 | -18 | 0.1 | -1 | 7 | -25 | 0.2 | 2 | 2.3
N/N=C/C(=N\Nc1ccc(Cl)cc1)C(=O)c1ccncc1 | -6 | 0.2 | -5 | 5 | 2 | 0.0 | 1 | -0.4
COc1ccc(CCNC(=O)c2ccc3c(c2)NC(=O)C(C(C)C)N3)cc1OC (centres undefined) | 6 | 0.2 | 2 | -3 | -9 | nt | 1 | -0.4
CN(C(=O)c1ccc(NC(=O)C2CCN(C(=O)OC(C)(C)C)CC2)cc1)C1CC1 | 2 | 0.5 | 2 | ? | 2 | 0.1 | 1 | -3.7
COc1cc(C2C(C#N)=C(N)Oc3n[nH]c(-c4cccnc4)c32)cc(Br)c1O (centres undefined) | -44 | 0.0 | 1 | 0 | -33 | -0.1 | -3 | -0.7
COc1ccccc1CNC(=O)CN1CCN(Cc2ccc(Cl)cc2)C1=O | -10 | 0.8 | -2 | 11 | -1 | 0.1 | -7 | -0.9
Oc1ccc(CCc2n[nH]c(=S)n2-c2ccc(F)cc2)cc1 | -10 | 0.0 | -1 | -4 | nt | -0.2 | 3 | -1.9
